HT1080 IDH1KD tx = HT-1080 IDH1 knockdown cell toxicity (counter line); 360,000 compounds, 2% hits; Potency, µM (highest dose often 46.1 µM), inactives show at the highest dose activity, negative = toxicity, actives largely listed as cytotoxic; HT-1080 IDH1 knockdown viability, ATP luminescence, 48 h; AID 686971;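 further: potency means the concentration at half of the fitted maximal effect; 0% = DMSO wells and -100% = cell-free medium wells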
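After a 2 h attachment period, IDH1KD HT-1080 cells took pin-transferred compound for 48 h at 37 °C; ATP-based luminescence after 10 min room-temperature reagent incubation reported viability.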
GLP1R ag = agonists of human GLP-1 receptor; P43220; HEK293 GLP-1R CRE-luciferase, luminescence, 4-6 h; cells express a hypersensitive GLP-1R form; Potency, µM (doses to about 45.6 µM), inactives show at the top dose activation, usual class: activators; 380,000 compounds, 0.007% hits; AID 624172; further: potency means the concentration at half of the fitted maximal effect; % of control where 0% means no effect
Target sequence (P43220 whole entry, looked up): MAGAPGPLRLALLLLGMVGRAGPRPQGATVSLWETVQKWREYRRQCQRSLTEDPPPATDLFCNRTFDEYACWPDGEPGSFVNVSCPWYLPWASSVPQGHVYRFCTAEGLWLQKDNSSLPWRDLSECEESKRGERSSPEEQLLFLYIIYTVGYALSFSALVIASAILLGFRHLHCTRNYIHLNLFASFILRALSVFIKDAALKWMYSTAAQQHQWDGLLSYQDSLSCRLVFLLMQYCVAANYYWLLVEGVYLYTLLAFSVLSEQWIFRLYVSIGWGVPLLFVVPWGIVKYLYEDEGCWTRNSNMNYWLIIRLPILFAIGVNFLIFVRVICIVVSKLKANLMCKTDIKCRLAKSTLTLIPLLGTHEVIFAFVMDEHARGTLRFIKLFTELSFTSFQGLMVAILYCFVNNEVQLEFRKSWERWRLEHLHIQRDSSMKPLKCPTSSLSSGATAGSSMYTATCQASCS
IL-1B inflam inh = inflammasome signaling inhibition, IL-1 beta readout; THP-1 LPS/ATP IL-1B secretion, AlphaLISA, 16 h; active compounds read low; activity change, % at 57.5 µM; 360,000 compounds, 4.7% hits; AID 743279; in the data active means activity change below about -50%; inconclusive means mostly about -30% to -49%; further: on the % scale 0 is the no-effect control and ±100 the full control effect
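THP-1 cells pretreated 1 hr with compounds (up to 57.5 uM final), then stimulated with LPS (250 ng/mL final) plus ATP (1.25 mM final); secreted IL-1B measured by AlphaLISA after 16 hr, decreased signal indicating inhibition.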
DRD3 agonist = activates the human D3 dopamine receptor | P35462 | D3R DiscoveRx beta-arrestin cells, luminescence, 90 min | max activation, % | 410,000 compounds, 0.58% hits; in the data active means max activation above about 30%; further: 0% is about no effect; mostly tested at two doses, the higher about 12 µM
Target sequence (P35462 whole entry, looked up): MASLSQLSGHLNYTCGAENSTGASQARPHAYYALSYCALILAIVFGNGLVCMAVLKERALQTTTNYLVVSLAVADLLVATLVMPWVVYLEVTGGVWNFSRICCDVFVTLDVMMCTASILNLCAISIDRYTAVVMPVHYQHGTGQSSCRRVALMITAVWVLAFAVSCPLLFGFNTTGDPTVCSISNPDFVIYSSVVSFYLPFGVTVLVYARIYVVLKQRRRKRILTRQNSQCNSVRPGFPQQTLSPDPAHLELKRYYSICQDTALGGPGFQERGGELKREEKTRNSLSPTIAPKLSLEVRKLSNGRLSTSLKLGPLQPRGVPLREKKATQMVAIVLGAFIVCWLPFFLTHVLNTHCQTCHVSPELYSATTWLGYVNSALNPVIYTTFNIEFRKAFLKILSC
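Cells at 1500/well, incubated overnight, then treated with pinned compounds (dopamine as control) for 90 min at 37 degrees C. DiscoveRx reagent added for 30 - 60 minutes at room temperature; luminescence read.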
D3 antag = D3 dopamine receptor (human) antagonism; P35462; D3R cells, DiscoveRx beta-arrestin luminescence, antagonist mode; active compounds read low; max response, negative = inhibition, %; 360,000 compounds, 2.5% hits; in the data active means max response below about -50%; inconclusive means no clear call, values can overlap the other calls; further: on the % scale 0 is the no-effect control and ±100 the full control effect; mostly tested at two doses, the higher about 12 µM
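Cells expressing the human receptor were seeded at 1500 cells/well, incubated overnight at 37 degrees C in 5% CO2, then exposed to library compounds with dopamine controls for 90 minutes at 37 degrees C before luminescent detection.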
SW480 rerep = induces DNA re-replication in SW480 colon adenocarcinoma cells. 340,000 compounds, 1.8% hits. AID 624297. SW480 DNA re-replication, Hoechst DNA content imaging, 48 h. Potency, µM (doses to about 46.1 µM), for inactives: at the highest dose re-replication activation, usual class: activators; further: potency means the concentration at half of the fitted maximal effect; % of control where 0% means no effect; nearly all actives have a fitted effect of over 55% in size
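Image-based DNA-content assay: after two days of treatment, nuclei were labelled with the DNA dye Hoechst and imaged, and hits were compounds raising the count of nuclei showing high fluorescence intensity.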
KB-3-1 tox = kills parental KB-3-1 adenocarcinoma cells; KB-3-1 viability, CellTiter-Glo ATP luminescence, 72 h; Potency, µM (highest dose often 46.1 µM), without a hit: at the top dose activity change, negative = cytotoxic, hits mostly cytotoxic; 400,000 compounds, 1.4% hits; AID 1347075; further: potency means the concentration at half of the fitted maximal effect; on the % scale 0 is the no-effect control and ±100 the full control effect; nearly all actives have a fitted effect of over 60% in size
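Screening of KB-3-1 cells (DMEM, 10% FBS, phenol-red free) ran from lowest to highest compound concentration; after 72 h at 37 °C viability was read luminescently and curves fitted.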
KB-V1 cytotox = KB-V1 MDR subline cytotoxicity | 400,000 compounds, 3.4% hits | Potency, µM (highest dose often 46.1 µM), for the others: top-dose activity change, negative = cytotoxicity, usual class: cytotoxic | KB-V1 MDR cells viability, CellTiter-Glo, 72 h | AID 1347076; further: potency means the concentration at half of the fitted maximal effect; on the % scale 0 is the no-effect control and ±100 the full control effect; nearly all actives have a fitted effect of over 60% in size
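KB-V1 cells (P-gp-expressing MDR subline of KB-3-1) in phenol-red-free DMEM with 10% FBS were exposed to library compounds over a concentration series for 72 h at 37 degrees C. Viability read by CellTiter-Glo luminescence; concentration-effect curves fitted after normalization.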
HT1080-NT tox = kills 2HG-producing HT-1080-NT fibrosarcoma cells. HT-1080-NT fibrosarcoma viability, CellTiter-Glo ATP luminescence, 48 h. Potency, µM (highest dose often 46.1 µM), inactives show top-dose activity, negative = less viability, actives largely listed as cytotoxic. 360,000 compounds, 1.6% hits;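 further: NT is the 2HG producing partner of a matched IDH1 knockdown line; potency means the concentration at half of the fitted maximal effect; 0% = DMSO-treated cells and -100% = media-only wells without cells; nearly all actives have a fitted effect of over 55% in size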
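Compounds were tested in concentration-response format on HT-1080-NT cells for 48 hours at 37 degrees C. Cell viability came from CellTiter-Glo luminescence; curves were classified by r2, response magnitude and activity.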
* = called active by the depositor; i = inactive; ? = inconclusive; / = not tested or not shown; [ ] = remark or other dose. Unless noted, the call rests on the fitted dose curve; in most records, active means well fitted curve in the direction sought with a large enough effect; inconclusive means small, poorly fitted or top-dose-only effect, or another doubt; inactive means no such curve, though single readings can be large; an effect the other way counts as inactive or inconclusive.

SMILES	HT1080 IDH1KD tx	GLP1R ag	IL-1B inflam inh	DRD3 agonist	D3 antag	SW480 rerep	KB-3-1 tox	KB-V1 cytotox	HT1080-NT tox
Cc1cnccc1CN(C)C(=O)C1CCC(=O)N(Cc2ccccc2F)C1 (stereo not given)	2%	-5%	6	0	7	?	0%	?	4%
CCOC(=O)/C(=C/c1ccc(OC(=O)c2ccccc2)cc1)C(C)=O	-13%	2%	i	1	17	11%	10%	3%	-14%
O=[N+]([O-])c1cccc(CSc2nnc3ccccn23)c1	13%	5%	0	3	-5	-1%	7%	1%	11%
COCCn1c(N)c(N(Cc2ccccc2)C(=O)c2cc3ccccc3o2)c(=O)[nH]c1=O	4%	0%	13	-6	3	-5%	-4%	6%	-2%
CCOC(=O)C1CCN(C2=NC(=O)/C(=C/c3ccc(O)cc3)S2)CC1	8%	16%	28	6	-15	-8%	17%	7%	21%
COc1ccc(/C=C2/SC(=O)N(CC(O)Cn3c4ccccc4c4ccccc43)C2=O)cc1 (stereo not given)	0%	2%	10	13	2	1%	-3%	2%	-10%
COc1ccnc(Oc2ccc(F)cc2)c1C(=O)N/C=N/OCc1ccccc1	16%	8%	-2	-7	-20	-1%	-5%	-11%	11%
COc1ccc(S(=O)(=O)N2CCN(C(=O)c3ccc(=O)[nH]n3)CC2)cc1OC	-2%	3%	15	1	-15	-5%	5%	23%	7%
COc1ccc(CCNC(=O)CNC(=O)N2CC(=O)Nc3ccccc32)cc1OC	8%	0%	2	9	-2	/	0%	14%	12%
COC(=O)c1ccc(C23CC4(C2)[C@H](CN(Cc2cccnc2)[C@@H]4c2ccccc2)C3c2ccc(C(F)(F)F)cc2)cc1 (stereo not given in full)	-6%	4%	39	4	-5	-7%	?	?	?
Cc1cc(C)c(Cn2c(=O)[nH][nH]c2=O)cc1Cn1c(=O)[nH][nH]c1=O	0%	-4%	-5	-9	?	/	15%	12%	0%
O=C(O)c1ccc(CNCc2ccccc2F)cc1	-1%	0%	-2	-11	-20	-3%	-7%	2%	20%
COCCNC(=O)Cn1nc(-c2ccccc2F)ccc1=O	12%	1%	0	-8	16	-4%	-1%	18%	11%
O=C(CNCCCO)Nc1cc(C(F)(F)F)cc(NC(=O)CNCCCO)c1Cl	1%	-1%	6	-6	6	1%	-3%	?	-4%
Cc1cccc(N(CC(=O)NC(C)(C)C)C(=O)CS(=O)CC(=O)Nc2ccc(F)cc2)c1 (stereo not given)	25%	19%	3	-9	-11	-2%	3%	21%	12%
CN(c1ccccc1)S(=O)(=O)c1cccc(NC(=O)C2=NN(c3ccccc3)C(=O)CC2)c1	-16%	0%	25	2	14	?	-19%	?	-13%
CCOc1ccccc1NC(=O)CCCCCN1C(=O)[C@@H]2Cc3ccccc3CN2C1=O	9%	2%	10	1	1	13%	5%	-3%	16%
CC(C)N(Cc1ccccc1)C(=O)COC(=O)/C=C/c1cnc2ccccc2n1	-1%	6%	-201*	0	-10	-1%	-10%	3%	-7%
CCOC(=O)c1cnc2c(C#N)c(C)nn2c1-c1ccccc1	4%	-5%	-9	0	20	0%	20%	0%	10%
O=C(NCc1ccco1)Nc1ccc([N+](=O)[O-])cc1	3%	10%	?	0	-2	-2%	4%	3%	1%
COc1ccc(S(=O)(=O)N2CCC(C(=O)NCc3ccccn3)CC2)cc1C	-1%	0%	-18	-1	-13	15%	2%	-3%	-1%
CC(C)(C)OC(=O)N/N=C\c1cccnc1	-14%	1%	-3	-3	-25	1%	-11%	9%	4%
C=CCN1C(=S)CC(c2ccccc2)=Nc2ccccc21	-5%	-6%	21	-7	-7	-2%	0%	-17%	0%
Cc1onc(-c2ccccc2)c1-c1csc(COc2ccccc2)n1	-4%	2%	19	-7	1	1%	-7%	-8%	-11%
COc1ccc(N2CCN(C(=O)C3CCN(S(=O)(=O)c4ccccc4)CC3)CC2)cc1	-6%	4%	-28	-1	14	-4%	0%	-5%	-10%
Cn1c(=O)[nH]c(=O)c2c1nc(CN1CCOCC1)n2Cc1ccccc1	3%	5%	-7	8	-12	-5%	-3%	-28%	9%
CCCCN1C(=O)/C(=C2/Sc3ccc(OC)cc3N2CC)SC1=S	-2%	1%	24	3	16	-26%	3%	5%	7%
O=C(Cc1ccc(F)cc1)N1CCN(c2ccc(F)cc2)CC1	13%	0%	-3	0	16	-2%	8%	?	2%
O=C(Cn1cnc2c(OCc3ccccc3)ncnc21)N1CCN(c2ccccn2)CC1	15%	-1%	15	7	1	-3%	-4%	0%	4%
O=C(Nc1ccc(Cl)cc1)C1CCCN(S(=O)(=O)c2cnc[nH]2)C1 (stereo not given)	8%	-1%	12	2	0	-1%	0%	-2%	-1%

Given with two lines to a compound: entries from further up
Results follow in this order: HT1080 IDH1KD tx	GLP1R ag	IL-1B inflam inh	DRD3 agonist	D3 antag	SW480 rerep	KB-3-1 tox	KB-V1 cytotox	HT1080-NT tox
C=CCN1C(=S)CC(c2ccccc2)=Nc2ccccc21
 : -5%	-6%	21	-7	-7	-2%	0%	-17%	0%
Cc1onc(-c2ccccc2)c1-c1csc(COc2ccccc2)n1
 : -4%	2%	19	-7	1	1%	-7%	-8%	-11%
COc1ccc(N2CCN(C(=O)C3CCN(S(=O)(=O)c4ccccc4)CC3)CC2)cc1
 : -6%	4%	-28	-1	14	-4%	0%	-5%	-10%

More compounds follow.
SMILES	HT1080 IDH1KD tx	GLP1R ag	IL-1B inflam inh	DRD3 agonist	D3 antag	SW480 rerep	KB-3-1 tox	KB-V1 cytotox	HT1080-NT tox
O=C(CCN1C(=O)/C(=C/c2ccccc2F)SC1=S)Nc1ccccn1	13%	2%	4	-8	4	11%	-7%	-4%	8%
COc1c(F)c(F)c(C(=O)Nc2cccc(Cl)c2N2CCOCC2)c(F)c1F	3%[9.24 µM]	-7%	-3	11	0	-3%	-6%	?	12%
CCOc1ccc(CNC(=O)C2Cc3cc(S(=O)(=O)N4CCCC4)ccc3N2C(C)=O)cc1 (stereo not given)	5%	-1%	-27	-1	-2	-3%	7%	?	-1%
N#C/C(=C\c1cccnc1)c1nc2c(s1)CCCC2	-3%	20%	16	-3	-5	5%	16%	?	-9%
CCCn1c(NCc2ccccn2)nc2ccccc21	-2%	2%	5	-6	?	2%	-1%	-11%	1%
OC(COc1ccc(Cl)cc1Cl)Cn1ccnc1 (stereo not given)	2%	3%	30	4	16	-9%	-8%	?	0%
COc1cc(NC(=O)c2cccc(C)c2)c(OC)cc1NC(=O)CN1CCOCC1	-5%	4%	?	3	33	0%	-5%	-9%	2%
COCCNC(=O)c1onc(CCl)c1C(=O)OC	-1%	2%	47	-13	-29	?	-18%	-7%	3%
Clc1cccc(Cl)c1CSc1nnc(CN2CCOCC2)n1-c1ccccc1	-8%	-1%	-1	-8	7	-13%	-20%	0%	-9%
O=C(COc1ccccc1)NN1C(=O)CSC1=S	10%	-1%	8	19	-5	-10%	11%	0%	10%
Cc1ccc(-c2nn(CC(=O)NN3CCOCC3)c(=O)c3ccccc23)cc1	0%	-1%	7	2	-7	-15%	1%	3%	4%
CN1CCN(CC(O)COc2ccccc2)CC1 (stereo not given)	10%	0%	30	0	6	-1%	20%	-5%	15%
COC(=O)C1=C(C(=O)c2ccccc2)C(c2ccc(OC)c(OC)c2)Nc2nnnn21 (stereo not given)	4%	-4%	15	-4	-75*	3%	10%	18%	11%
O=C(COC(=O)c1ccccc1Br)Nc1cccnc1Cl	10%	18%	0	1	-29	-3%	0%	?	18%
CC(=O)c1cnc(Nc2cccc(C)c2)s1	2%	10%	0	2	-11	-3%	-3%	-15%	-9%
C/C(=N\Nc1ccccn1)c1ccc(Br)s1	0%	18%	6	2	14	23%	-1%	6%	14%
COc1ccc(-c2cc(C(=O)Nc3ccc(F)cc3F)no2)cc1	19%	12%	-7	6	45	1%	7%	?	23%
Cc1ccc(NC(=O)c2ccco2)c(NC(=O)Cc2cccs2)c1	-4%	-9%	7	10	6	-2%	12%	?	18%
CC(C)n1cc(CN2CCCC(CNS(=O)(=O)c3cccc4cccnc34)C2)cn1 (stereo not given)	4%	8%	-9	-20	-14	0%	14%	2%	8%
CC(C)c1ccc(S(=O)(=O)N2CCN(C(=O)c3cccc(F)c3)CC2)cc1	-1%	-3%	1	6	0	0%	-13%	0%	0%
N#CC(C#N)=Cc1ccc(NC(=O)c2ccc(Br)cc2)cc1	-2%	15%	?	-22	0	?	22%	28%	1%
NS(=O)(=O)c1cccc(NC(=O)c2cccc(S(=O)(=O)N3CCCCCC3)c2)c1	-4%	-1%	-6	-5	15	1%	11%	5%	-7%
Clc1ccc(OCCSc2ncccn2)cc1	11%	-2%	14	1	6	-1%	-6%	4%	29%
COc1cccc(N2CCN(C(=O)c3nc4nc(C)cc(C)n4n3)CC2)c1	12%	11%	6	14	-14	6%	7%	-4%	13%
C=CCN1C(=O)C2C(C(=O)NC)C3C=CC2(O3)C1C(=O)NCc1ccc(OC)cc1 (stereo not given)	5%	-6%	8	-4	9	-3%[9.22 µM]	15%	15%	12%
Cc1ccc(NC(=O)CCNC(=O)c2ccccc2Cl)cc1S(=O)(=O)N1CCOCC1	5%	5%	-21	-1	-15	-20%	15%	0%	10%
CN1C(=O)c2ccc(N3CCCC3)cc2C1=O	2%	7%	4	27	10	-3%	-13%	?	6%[9.24 µM]
COc1ccc(CN2CCN(C(=O)CCC(=O)Nc3nnc(C(F)(F)F)s3)CC2)cc1F	-11%	0%	51	-13	1	0%	-23%	-12%	-23%
COCCN1C(=O)c2cc(C(=O)Nc3cccc(F)c3)ccc2C1Nc1cccc(F)c1 (stereo not given)	-9%	11%	2	1	20	-7%	-1%	-9%	-12%
NS(=O)(=O)c1ccc(NC(=O)c2cccc3cc4ccccc4nc23)cc1	?	10%	?	15	6	?	?	0%	4%
CC(Cc1n[nH]c(=S)o1)c1ccccc1 (stereo not given)	12%	-1%	1	1	-4	-88%[inhibitor]	4%	6%	2%
